PAFAH2 inh: inhibitors of human PAFAH2; Q99487; recombinant PAFAH2, FP-rhodamine activity probe, fluorescence polarization; inhibition, % at 3.39 µM; actives 0.99% (n = 340,000); AID 492956;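 active = inhibition above the mean over all tested compounds plus 3 SD, cut at about 30% in these data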;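 also: inhibitors block probe labeling of enzyme so polarization drops; 0% = enzyme with DMSO and 100% = wells lacking PAFAH2 protein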
PAD4 inh: inhibitors of human PAD4; recombinant PAD4, RCA probe fluorescence polarization; inhibition, % at 6.36 µM; actives 0.41% (n = 330,000); AID 485272;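 active = percent inhibition above a cutoff equal to the mean of all tested compounds plus 3 SD, cut at about 15% in these data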;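 also: 0% = PAD4 with RCA probe and DMSO and 100% = probe without PAD4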
PREPL inh: inhibitors of human prolyl oligopeptidase-like enzyme PREPL; recombinant PREPL, fluorescence polarization activity-based probe; inhibition, % at 5.96 µM; actives 0.68% (n = 320,000); in the data active = inhibition above about 43%;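 also: 0% = enzyme with DMSO and 100% = wells lacking enzyme; many of its hits are not listed in these tables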
LYPLA1 inh: blocks human lysophospholipase 1, a PME1 counter-screen. O75608. recombinant LYPLA1, FP-Rh probe fluorescence polarization. inhibition, % at 5.9 µM. actives 0.16% (n = 320,000). AID 2174;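 active = inhibition above the mean of all tested compounds plus 3 SD, set per campaign, cut at about 14% in these data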;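 also: inhibitors block serine hydrolase probe labeling of LYPLA1 so polarization falls; 0% = enzyme with DMSO and 100% = wells lacking LYPLA1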
PAFAH1B3 FP inh: inhibitors of human PAFAH1B3; inhibition, % at 3.39 µM; actives 0.28% (n = 340,000); Q15102; AID 492972; recombinant PAFAH1B3, FP-rhodamine probe, fluorescence polarization;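 active = inhibition above the screen-wide average of all tested compounds plus 3 SD, cut at about 25% in these data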;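 also: 0% = enzyme with DMSO only and 100% = wells lacking PAFAH1B3 protein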
LYPLA2 inh: LYPLA2 (human) inhibition in PME1 counter-screen | O95372 | recombinant LYPLA2, FP-Rh probe fluorescence polarization | inhibition, % at 5.9 µM | actives 0.38% (n = 320,000);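 active = inhibition above the screen-wide mean plus 3 SD, limit set per campaign, cut at about 26% in these data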;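 also: 0% = LYPLA2 with DMSO and 100% = wells lacking LYPLA2 enzyme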
Target sequence (O95372 whole entry, looked up): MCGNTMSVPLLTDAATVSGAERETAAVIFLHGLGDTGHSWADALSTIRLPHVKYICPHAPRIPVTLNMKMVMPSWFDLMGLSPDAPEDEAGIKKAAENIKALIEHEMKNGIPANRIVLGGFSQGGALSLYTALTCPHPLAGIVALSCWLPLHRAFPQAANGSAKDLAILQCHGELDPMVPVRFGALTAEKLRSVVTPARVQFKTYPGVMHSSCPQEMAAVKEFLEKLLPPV
GSTO1 counter: counter-screen for RBBP9 inhibitors: inhibitors of human GSTO1; P78417; recombinant GSTO1, activity-based probe fluorescence polarization; inhibition, % at 5.96 µM; actives 1.1% (n = 300,000); AID 1974;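 active = inhibition above the campaign mean inhibition plus 3 SD, cut at about 35% in these data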;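 also: 0% = GSTO1-1 with DMSO and 100% = wells lacking GSTO1-1 enzyme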
Target sequence (P78417 whole entry, looked up): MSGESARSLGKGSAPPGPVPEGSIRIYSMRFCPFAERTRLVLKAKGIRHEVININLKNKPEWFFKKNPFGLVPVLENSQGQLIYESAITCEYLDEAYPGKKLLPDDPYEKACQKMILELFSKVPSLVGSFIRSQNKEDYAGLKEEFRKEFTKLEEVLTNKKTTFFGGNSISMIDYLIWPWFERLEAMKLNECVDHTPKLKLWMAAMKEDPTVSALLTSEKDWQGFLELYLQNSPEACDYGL
pPAFAH inh: pPAFAH (human) enzyme inhibition; Q13093; recombinant pPAFAH, FP-rhodamine probe fluorescence polarization; inhibition, % at 3.39 µM; actives 1.5% (n = 330,000);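 active = inhibition above the mean inhibition across the screen plus 3 SD, cut at about 25% in these data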;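 also: inhibitors block binding of the rhodamine activity-based probe so polarization drops; 0% = enzyme with DMSO and 100% = wells lacking pPAFAH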
Target sequence (Q13093 whole entry, looked up): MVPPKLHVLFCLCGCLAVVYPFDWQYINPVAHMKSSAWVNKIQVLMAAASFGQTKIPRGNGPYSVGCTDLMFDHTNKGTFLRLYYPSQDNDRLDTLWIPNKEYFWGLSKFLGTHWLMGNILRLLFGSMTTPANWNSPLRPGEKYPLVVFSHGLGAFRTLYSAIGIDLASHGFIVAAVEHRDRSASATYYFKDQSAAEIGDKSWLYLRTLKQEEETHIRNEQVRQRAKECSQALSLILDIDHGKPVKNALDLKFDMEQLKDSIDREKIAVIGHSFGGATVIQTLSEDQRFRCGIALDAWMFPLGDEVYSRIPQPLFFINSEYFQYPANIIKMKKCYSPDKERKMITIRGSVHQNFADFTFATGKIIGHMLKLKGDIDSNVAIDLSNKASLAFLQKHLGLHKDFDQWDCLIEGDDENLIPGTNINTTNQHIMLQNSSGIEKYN
PAFAH1B2 FP inh: PAFAH1B2 (human) inhibition | recombinant PAFAH1B2, FP-rhodamine activity probe, fluorescence polarization | inhibition, % at 3.39 µM | actives 1.2% (n = 340,000) | AID 492953;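 active = inhibition above the mean of all tested compounds plus 3 SD, cut at about 24% in these data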;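 also: 0% = enzyme with DMSO and 100% = wells lacking PAFAH1B2; many of its hits are not listed in these tables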
An asterisk follows results filed as active; · = not tested or not shown. These rows are one share of the data; the hit share may differ from the screen's.

compound,PAFAH2 inh,PAD4 inh,PREPL inh,LYPLA1 inh,PAFAH1B3 FP inh,LYPLA2 inh,GSTO1 counter,pPAFAH inh,PAFAH1B2 FP inh
COc1ccc(/C=N/NC(=O)c2cccc(COCC(F)(F)C(F)F)c2)cc1,-3,-2,18,2,-3,2,-6,2,4
Cc1cccc(N(C)C(=O)c2coc(=O)c3ccccc23)c1,2,-2,1,0,-2,-1,0,-1,3
O=C(CSc1nc2c(cnn2-c2ccc(F)cc2)c(=O)[nH]1)N1CCCCC1,2,-3,1,0,-3,1,-7,-10,12
CCOC(=O)c1c(NC(=O)Cc2cccs2)sc(C(=O)NC2CCCCC2)c1C,-2,5,-5,-3,7,-2,1,1,3
O=C(NCc1ccc(F)cc1)C1CCCN(C(=O)Nc2ccc(F)cc2)C1 (configuration not stated),0,-1,-4,0,-2,-1,0,-3,0
CCOC(=O)N1CCC(Nc2c(NCCCN(CC)c3cccc(C)c3)c(=O)c2=O)CC1,-2,4,14,3,-1,3,4,11,1
Cc1ccccc1C(=O)NNC(=O)CCCCC(=O)NNC(=O)c1ccccc1C,5,3,-4,-5,6,-4,9,0,4
O=C(NCCCN1CCCC1)c1ccc2c(c1)N(Cc1ccccc1F)C(=O)c1ccccc1S2=O (configuration not stated),-1,-3,18,3,-6,9,12,2,0
O=C(CCS(=O)(=O)Cc1ccccc1)NCCc1ccccc1,-2,0,-8,0,11,7,3,9,1
CCOC(=O)Cc1csc(NC(=O)C2C3C=CC(C3)C2C(=O)O)n1 (configuration not stated),-4,0,15,-2,-5,1,1,4,-3
Cc1ccc(OCc2nc(C#N)c(NCc3ccc4c(c3)OCO4)o2)cc1,3,-1,-7,-10,3,-1,-15,4,14
C=CCN(C(=O)c1cccc(C(F)(F)F)c1)C1(C(=O)Nc2ccccc2)CCN(C(C)C)CC1,10,4,0,-1,9,0,0,3,8
Cc1cccc(N2CCN(C(=O)C3CC(=O)N(c4ccc5c(c4)OCCO5)C3)CC2C)c1 (configuration not stated),-3,-5,23,2,5,-9,·,-2,4
O=C(NC1CCCCC1)NC1CC2CCCC(C1)N2C1CCCC1 (configuration not stated),4,-1,-4,1,4,-2,-1,0,-1
Cc1cc(=O)c2ccccc2[nH]1,-8,0,0,3,8,2,-3,2,8
CS(=O)(=O)c1ccc(-c2nnn(CC(=O)Nc3ccc4c(c3)OCCO4)n2)cc1,-2,-2,10,2,-7,-12,7,-3,2
CC1(C)CC[C@]2(C(=O)O)CC[C@]3(C)C(=CCC4[C@@]5(C)CC[C@H](O)C(C)(C)C5CC[C@]43C)C2C1 (some centres not stated),0,-1,-7,-4,15,0,-4,-2,-3
Cc1cccc(-n2c(=O)c(C#N)cc3c(=O)n4ccccc4nc32)c1,1,-4,5,-4,4,2,0,4,1
COc1ccc(S(=O)(=O)/C(C#N)=C/Nc2ccccc2F)cc1,-2,2,-2,0,6,-2,1,6,8
COc1ccc(S(=O)(=O)N2CCN(C/C=C/c3ccccc3)CC2)cc1F,16,-1,-13,2,6,-4,4,-4,3
O=C(C1CC(=O)N(c2ccc3c(c2)OCCO3)C1)N1CCN(c2ccccc2O)CC1 (configuration not stated),2,1,45*,3,0,11,1,4,-4
O=C(Nc1ccc(Cl)c(Cl)c1)Nc1cc(C(=O)NC2CC2)ccc1Cl,·,-11,2,-42,·,-59,-24,-34,·
COc1ccc(NC(=O)/C(N=Nc2cc(S(=O)(=O)Nc3ccc(OC)cc3)ccc2OC)=C(\C)O)cc1,-1,-1,6,-4,0,-6,-1,-2,-2
CC1CCCCN1C(=O)c1cc2nc(-c3ccccc3)cc(-c3ccccc3)n2n1 (configuration not stated),0,9,4,-4,6,-7,0,22,-7
C=CCNC(=O)CC(=O)N/N=C/c1cccc(Br)c1,-4,-1,-32,4,-2,3,5,0,-2
CCOC(=O)NC(=O)c1cn(Nc2ncc(Cl)cc2C(F)(F)F)c(=O)[nH]c1=O,3,-3,7,-3,0,0,-8,3,5
O=C(OCC(=O)N1c2ccccc2Sc2ccccc21)C1CC(=O)N(Cc2ccco2)C1 (configuration not stated),7,3,-9,0,6,7,4,8,3
CS(=O)(=O)N(CCC#N)Cc1ccco1,-2,-1,9,-2,3,-6,8,4,0
Cc1ccccc1N=C(NO)c1nonc1N,2,-7,3,3,7,1,9,3,1
Cc1ccc(-c2nc3ncccn3c2NC(=O)C2CC2)cc1,-3,3,1,3,1,0,-8,4,4
O=C(NC1CCN(S(=O)(=O)c2cccc(Cl)c2)CC1)C1CCCCC1,2,-5,-1,2,2,-7,-2,4,11
Cc1ccc(S(=O)(=O)N(C)C)cc1NC(=O)CN1C(=O)NC(Cc2ccccc2)C1=O (configuration not stated),-3,-2,6,0,-2,3,10,42*,2
CCOC(=O)c1sc2ncnc(N3CCN(C)CC3)c2c1C,3,-3,-11,0,9,0,4,-3,-5
O=C(NCc1ccccc1)C1(C(F)(F)F)CC(CCCO)CCCO1 (configuration not stated),-1,2,6,-5,5,-1,0,7,-1
COc1ccccc1C(=O)NCc1ccccn1,-3,0,14,3,7,-6,0,-4,9
Cn1cncc1C#Cc1ccc2cc(C3(O)CCCCC3)oc(=O)c2c1,-4,-1,1,0,-11,13,·,1,5
CN(CC(=O)Nc1ccc(F)cc1)C(=O)CSc1nccn1C,-3,3,6,0,-2,4,2,3,-1
COc1cccc(OC)c1C(=O)Nc1ccc2c(c1)n(C)c(=O)n2C,2,6,-1,-4,0,1,-5,2,-4
Cc1ccc(C(=O)N2CCCC(c3ccc(Cl)cc3)=N2)cc1,-2,0,-12,-7,-1,-3,8,5,4
C=CCn1c(-c2cccs2)nc2nc3ccccc3nc21,3,-5,6,0,-7,-3,1,3,-3
CCn1c2ccc(C)cc2c2nnc(SCCN3CCOCC3)nc21,4,5,-4,-6,10,-3,14,-2,3
CCCCC(=O)NC(NC(=O)CCCC)c1ccc(OCCC)c(OC)c1,1,-6,0,1,4,2,-1,2,2
Cc1nc2nc3c(cn2n1)C(=O)CCC3,-5,-7,10,-1,9,-5,-12,7,0
COC(=O)c1nc(N)sc1-c1ccc(Cl)c(Cl)c1,0,1,8,-2,6,0,3,0,-1
Cc1cc2cc(C)c3nnc(SCc4ccccn4)n3c2cc1C,5,-1,11,-4,3,1,4,4,4
CCOc1ccc(NC(=O)C2CC(=O)N(c3cc(C)cc(C)c3)C2)cc1 (configuration not stated),1,4,9,5,4,9,-1,6,2
CC(C)C[C@H](NC(=O)NC(C)C)C(=O)O,5,0,-3,0,-4,-3,2,0,-1
CCOC(=O)c1cc2c(ccn2C)n1CC(=O)N1CCN(c2ccc(F)cc2)CC1,9,1,33,0,-3,-1,6,-4,3
Cc1ccc(C)c(N2CCN(C(=O)CCCCCn3c(=S)[nH]c4ccc(N5CCOCC5)cc4c3=O)CC2)c1,11,-7,25,-8,5,-1,3,19,-1
COc1ccc(NC(=O)N2CCCC2C(=O)Nc2ccccc2F)cc1 (configuration not stated),18,-3,-13,-1,4,-1,1,4,-4

Next structures follow.
compound,PAFAH2 inh,PAD4 inh,PREPL inh,LYPLA1 inh,PAFAH1B3 FP inh,LYPLA2 inh,GSTO1 counter,pPAFAH inh,PAFAH1B2 FP inh
CCOCc1c(C(=O)NCC(c2ccco2)N2CCCC2)oc2ccccc12 (configuration not stated),-4,-2,5,·,1,·,·,9,6
CCOC(=O)N1CCN(C(=O)c2ccc(NS(=O)(=O)c3ccc(C)cc3)cc2)CC1,-10,0,17,-3,7,4,-6,3,5
O=C(Nc1cccc2cccnc12)c1ccc(Br)cc1Br,-4,1,-2,-8,0,-9,-6,2,6
Cc1ccc2c(Cl)cc(Cl)c(OCC(=O)Nc3cc(S(=O)(=O)N(C)C)ccc3C)c2n1,-1,5,3,-3,5,-1,2,15,-8
Cc1ccc(C2=[N+]([O-])C3(CCCCC/C3=N\NC(N)=S)N(O)C2(C)C)o1 (configuration not stated),·,-1,16,0,·,9,-2,1,·
N#Cc1ccccc1S(=O)(=O)N1CCN(C(=O)C2CCCC2)CC1,-5,-4,5,0,6,-1,-2,3,0
CC(=O)Nc1ccc(S(=O)(=O)Nc2nccc(/C=C/c3ccc(Cl)cc3)n2)cc1,1,-3,3,4,7,3,-20,-5,-4
CC(C)(CN1CCN(Cc2ccccc2)CC1)NS(=O)(=O)c1ccccc1,-1,-3,12,-2,3,4,-1,0,0
O=C(NCCN1CCCC1)c1ccc2c(=O)n(CCc3ccccc3)c(=O)[nH]c2c1,-7,-6,8,-10,-2,-10,0,1,5
CCOC(=O)Nc1cc(Br)c2c(c1)OCCO2,3,2,20,-3,5,5,8,-3,-1
CCOc1cc2c(C#N)c(N3CCCCC3)nc(N)c2c(N)n1,12,-10,27,0,5,-1,-5,22,8
Cc1oc(-c2cccc(Cl)c2)nc1CS(=O)(=O)CC(=O)NC1CC1,3,0,1,1,8,10,1,2,3
CN(C)c1ccc(/C=N/NC(=O)CSc2ccccn2)cc1,5,0,0,-4,3,2,-1,0,7
Brc1ccccc1-c1nnc2sc(Cc3ccccc3)nn12,9,-2,6,0,3,8,-1,3,4
COc1cc(S(=O)(=O)NCCCN2CCOCC2)ccc1Cl,-1,-3,23,3,5,3,8,3,5
COc1ccccc1OCCn1c(C)c(C=O)c2ccccc21,5,-2,-11,-1,1,-1,-1,0,1

Source: PubChem (The Scripps Research Institute Molecular Screening Center)
